Compound activity: PubChem, several laboratories
CDK5 inh: inhibitors of human CDK5/p35 kinase, primary screen, biochemical, single concentration; Cyclin-dependent kinase 5 (Homo sapiens) + Cyclin-dependent kinase 5 activator 1 (Homo …; Recombinant CDK5/p35, ADP-Glo luminescence, 60 min; inhibition, % at 10 µM; 330,000 tested, 0.01% active; AID 488839, 2010;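 active = highest replicate inhibition of at least 50% and at least 75% of replicates reaching 50%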;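 also: plate controls were DMSO neutral control for no effect and GW8510 at 10 µM for full effect; many of its hits are not listed in these tables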
HTR5A inv ag: HTR5A inverse agonists in luminescence cell assay, primary screen, counter-screen for OPRM1-OPRD1 heterodimer inverse agonist project, full-deck HTS. 5-hydroxytryptamine receptor 5A (Homo sapiens), P47898. HTR5A cell line, inverse agonism. inhibition, % at 9.3 µM. 340,000 tested, 0.083% active; in the data active = inhibition mostly above about 23%, no sharp cut-off; inactive = mostly below about 18%;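 also: 0% = cells with DMSO and 100% = no-cell wells with DMSO; some compounds called inactive have numbers as strong as hits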
Target sequence (P47898 whole entry, looked up): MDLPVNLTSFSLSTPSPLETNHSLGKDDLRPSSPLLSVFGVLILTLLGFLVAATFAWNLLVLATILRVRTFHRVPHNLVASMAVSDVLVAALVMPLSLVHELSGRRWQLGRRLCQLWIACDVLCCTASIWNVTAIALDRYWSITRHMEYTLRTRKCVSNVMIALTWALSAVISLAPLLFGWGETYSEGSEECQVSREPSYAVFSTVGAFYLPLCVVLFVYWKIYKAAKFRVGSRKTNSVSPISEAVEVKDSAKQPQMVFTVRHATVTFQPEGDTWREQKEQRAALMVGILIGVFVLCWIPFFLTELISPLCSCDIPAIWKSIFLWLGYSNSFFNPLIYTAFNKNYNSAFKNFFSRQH
Ecoli viability: E. coli V3065 growth inhibition, primary screen, counter-screen for AddAB inhibitor project, absorbance, OD600; 330,000 tested, 0.27% active; inhibition, % at 11.9 µM; 18 h;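 active = inhibition above the campaign's mean inhibition across all tested compounds plus 3 SD, cut at about 9.9% in these data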;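 also: uninfected addAB+ strain grown without phage in ampicillin broth; 0% = DMSO wells and 100% = ciprofloxacin 0.95 µg/ml wells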
Tat transport: E. coli Tat export inhibitors, primary screen, MC4100, TorA-mCherry reporter, fluorescence, single point | inhibition, % at 10 µM | 340,000 tested, 0.036% active;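 active = mean replicate inhibition at least 50% and at least half of replicates individually reaching 50%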;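 also: exported cargo escapes ClpAP degradation while cytoplasmic cargo is degraded and loses fluorescence; 0% = median of neutral control wells and 100% = median of NaSCN control wells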
DAGLB inhibitor: DAGLB lipase inhibitors, primary screen, biochemical, fluorescence, HTS | Diacylglycerol lipase-beta (Homo sapiens), Q8NCG7 | HEK293T DAGLB membrane lysate, EnzChek fluorogenic substrate | inhibition, % at 5.17 µM | 340,000 tested, 0.059% active | AID 504411, 2011; in the data active = inhibition above about 34%;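 also: 0% = enzyme with vehicle and 100% = wells lacking enzyme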
Target sequence (Q8NCG7 whole entry, looked up): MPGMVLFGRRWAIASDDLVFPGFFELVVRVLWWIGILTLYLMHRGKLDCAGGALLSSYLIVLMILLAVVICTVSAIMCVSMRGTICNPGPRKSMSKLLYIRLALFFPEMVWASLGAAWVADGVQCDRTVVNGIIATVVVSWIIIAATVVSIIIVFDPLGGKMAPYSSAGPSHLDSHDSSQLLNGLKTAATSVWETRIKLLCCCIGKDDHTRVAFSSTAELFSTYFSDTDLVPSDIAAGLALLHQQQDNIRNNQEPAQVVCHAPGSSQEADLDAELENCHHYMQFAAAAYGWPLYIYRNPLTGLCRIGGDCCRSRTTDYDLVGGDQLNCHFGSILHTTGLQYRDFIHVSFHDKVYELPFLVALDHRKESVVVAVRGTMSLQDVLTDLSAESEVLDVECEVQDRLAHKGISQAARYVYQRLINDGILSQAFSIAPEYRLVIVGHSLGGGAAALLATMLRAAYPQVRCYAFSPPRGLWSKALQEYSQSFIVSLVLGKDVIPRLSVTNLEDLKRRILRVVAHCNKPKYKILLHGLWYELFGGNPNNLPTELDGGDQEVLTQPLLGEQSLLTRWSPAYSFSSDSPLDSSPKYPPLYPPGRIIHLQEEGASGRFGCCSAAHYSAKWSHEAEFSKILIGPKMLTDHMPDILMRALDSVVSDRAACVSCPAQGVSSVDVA
HTR5A ag ctr: HTR5A agonists in luminescence cell assay, primary screen, counter-screen for OPRM1-OPRD1 heterodimer agonist project, full-deck HTS | cell-based | activation, % at 9.3 µM | 340,000 tested, 0.61% active | AID 504692, 2011; in the data active = activation mostly above about 9.5%, no sharp cut-off; inactive = mostly below about 7.6%;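 also: 0% = cells with vehicle only and 100% = reference agonist; strong numbers were not always called active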
SUMO Mot1 rescue: yeast Mot1-301 growth rescue at high temperature, primary screen, SUMOylation pathway inhibitor project, S. cerevisiae, ATP luminescence, 38.5C; S. cerevisiae Mot1-301 growth rescue; percent above DMSO median, 100 means doubled; growth rescue, % at 18.8 µM; 320,000 tested, 1% active;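 active = every valid replicate shows activation above 250% relative to neutral control wells; inactive = the rest, any valid replicate at or below 250%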;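 also: OY570 slx delta 5 strain wells were the positive control but not used for scaling; some compounds called inactive have numbers as strong as hits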
phage Ecoli inh: growth loss of phage-infected E. coli, primary screen, RecBCD inhibitor project, absorbance, with phage, HTS. inhibition, % at 11.9 µM. 360,000 tested, 0.26% active; in the data active = inhibition above about 11%
PKA-R1A act: activators of PKA-R1A holoenzyme, primary screen, biochemical, fluorescence polarization, Cy5-IP20, bovine R1A, mouse PKAc; cAMP-dependent protein kinase type I-alpha regulatory subunit (Bos taurus) + …; PKA-R1A dissociation; scaled: DMSO 0%, 113 µM cGMP 100%; activation, % at 11.4 µM; 340,000 tested, 0.083% active;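 active = percent activation above the mean of all tested compounds plus 3 SD, cut at about 19% in these data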;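 also: higher means more PKAc released from R1A so a rise in polarization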
AddAB inh: growth inhibition of E. coli expressing H. pylori AddAB, primary screen, AddAB inhibitor project, absorbance. inhibition, % at 11.9 µM. 330,000 tested, 0.29% active; in the data active = inhibition above about 12%;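 also: 0% = vehicle wells of infected cells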
PKA-R2B activ: activators of PKA-R2B holoenzyme, primary screen, biochemical, fluorescence polarization, Cy5-IP20, human | activation, % at 11.4 µM | cAMP-dependent protein kinase catalytic subunit beta (Homo sapiens) + cAMP-dependent … | 340,000 tested, 0.079% active | PKA-R2B holoenzyme dissociation; R2B truncated from residue 108, S112A mutant; 0% DMSO only, 100% 113 µM cGMP;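 active = activation above a cutoff set at the mean over all compounds plus 3 SD, cut at about 18% in these data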;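 also: higher means more holoenzyme dissociation and a rise in polarization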
Numbers without * were called inactive; . = not tested or not shown.

Structure	CDK5 inh	HTR5A inv ag	Ecoli viability	Tat transport	DAGLB inhibitor	HTR5A ag ctr	SUMO Mot1 rescue	phage Ecoli inh	PKA-R1A act	AddAB inh	PKA-R2B activ
C/C(=N\NC(=O)c1ccco1)c1cc(Cl)sc1Cl	2.5	-3.3	1.8	7.3	0.1	1.6	-6.5	2.0	8.4	2.8	2.9
O=C(Nc1ccccc1C(=O)Nc1nnc(C(F)(F)F)s1)c1ccccc1Cl	-2.7	-9.3	0.8	-6.9	10.4	1.4	-15.3	7.6	-5.0	5.6	-16.4
COCCNC(=S)NCCc1ccc(Cl)cc1Cl	0.4	9.0	-1.3	5.6	0.5	-3.6	-0.4	4.6	-9.5	0.3	-4.8
Cc1ccc(CNC(=O)COC(=O)CCCOc2ccc(Cl)cc2Cl)cc1	-1.7	5.8	1.1	6.2	-9.5	-2.4	-1.0	3.5	-8.7	2.3	-4.8
CC(NC(=O)Cn1cccc1)c1ccccc1 (stereo not drawn)	1.6	1.9	-0.8	-4.2	-0.9	-0.6	15.0	1.1	-4.7	1.8	3.7
O=C1CN(C(=O)CSc2nc3ccccc3c(=O)n2CCCN2CCOCC2)c2ccccc2N1	0.4	-22.5	-1.0	13.8	1.2	7.2	-4.3	-0.2	-7.5	-3.0	4.9
N#Cc1ccc(S(=O)(=O)NC2CC2)cc1	0.4	-12.4	-3.8	2.5	-0.1	4.4	39.6	-0.2	-16.5	3.2	-2.9
COc1ccc(NC(=O)CSCC(=O)Nc2nnc(CC(C)C)s2)cc1	-0.2	13.3	-0.9	4.6	1.0	1.3	-7.9	4.0	-19.1	1.2	-18.6
CC1(C)CC(=O)C(C(c2cccc([N+](=O)[O-])c2)C2C(=O)CC(C)(C)CC2=O)C(=O)C1	-4.2	11.6	-0.9	16.5	1.3	-4.6	13.8	2.3	-8.8	0.2	-3.4
CC1C2(C)OC(=N)C(C#N)(C(C)O2)C1(C#N)C#N (stereo not drawn)	0.9	13.3	-0.6	0.5	0.6	7.2	-9.2	.	18.4	1.3	-2.3
COc1ccc(-c2oc3cccnc3c2C#CC2(O)CCCCC2)cc1	1.5	7.1	0.7	21.2	-2.2	5.9	373.0	3.0	-6.3	2.3	0.1
COc1ccc(C(=O)NN2C(=S)N(c3ccc(OC)cc3)C(=O)C2CC(N)=O)cc1 (stereo not drawn)	2.0	13.4	1.8	4.6	-0.7	-5.2	-10.0	4.8	-13.5	3.0	3.2
CCOC(=O)NC(CC(=O)O)c1ccc(OCC)cc1 (stereo not drawn)	0.6	-1.8	-0.5	-1.1	-1.5	3.8	-12.8	2.3	-5.9	0.8	-11.2
O=C(CCSc1ccccc1)N1CCN(c2ccccc2F)CC1	-1.0	-13.8	1.2	-1.1	-8.1	-12.4	-17.6	4.1	0.0	-0.5	-5.8
CC1CN(C(=O)C(C)N2CCN(c3ccccc3Cl)CC2)CC(C)O1 (stereo not drawn)	-0.2	26.7	1.5	1.4	-1.2	-1.7	456.1	4.4	-9.0	0.2	5.6
CN(CC(=O)Nc1ccc2c(c1)OCO2)S(=O)(=O)c1ccc2c(c1)CCC(=O)N2	1.8	-7.8	-1.3	5.3	1.5	-2.3	5.7	1.9	-12.3	-0.5	-1.3
O=S(=O)(Nc1ccc(O)c2ccccc12)c1ccc(F)cc1	0.8	-3.2	3.3	1.0	0.0	1.1	-12.3	-2.5	4.0	3.3	-0.1
O=C(CCCOc1ccc(Br)cc1)NCCc1ccc(OC(F)F)cc1	0.1	-18.1	-1.6	0.6	-8.9	-1.2	1.9	-0.2	-0.9	1.4	-1.3
CC1(C)CC(=O)c2sc(NS(C)(=O)=O)nc2C1	-0.9	-9.7	-0.1	-9.3	0.5	-0.2	-12.9	0.6	-13.4	2.6	4.3
CC(C)NC(=O)N(C)C[C@@H]1Oc2c(NC(=O)C3CCOCC3)cccc2C(=O)N([C@@H](C)CO)C[C@H]1C	0.3	-9.3	1.6	-10.6	0.9	2.7	14.0	3.2	3.0	3.7	7.3
COc1ccc(Cl)cc1NC(=O)CCc1ccccc1	-0.4	-12.8	0.9	-1.3	-7.3	4.8	-0.2	3.3	0.5	-0.4	-7.9
O=C(Nc1ccc2snnc2c1)N1CCCCC1	0.6	2.7	1.5	-1.2	0.6	-0.7	-16.5	5.5	-0.4	-0.3	-5.7
CCNC(=S)Nc1cc(C(=O)N2CCCC2)ccc1N1CCCC1	-2.6	-5.6	-0.1	1.6	0.5	2.0	8.1	3.6	-2.5	0.7	5.1
C[C@@H]1COC(=O)[C@H](NC(=O)OCC2c3ccccc3-c3ccccc32)C/C=C\C[C@@H](CC(=O)N[C@@H](CO)Cc2ccccc2)C(=O)N1	-0.8	16.9	-0.7	-7.7	-1.3	13.2	29.2	-0.3	-4.0	0.1	9.0
CCN1C(=O)C2(C(C(=O)c3cc4ccccc4o3)=C(O)C(=O)N2CCCN2CCOCC2)c2ccccc21 (stereo not drawn)	-2.2	11.9	1.0	-3.1	1.5	0.1	177.8	3.1	-8.4	0.5	9.8
Cc1ccc(NC(=O)C2CCC(CNC(=O)[C@@H]3Cc4ccccc4CN3)CC2)cc1 (stereo partly drawn)	-0.8	-2.3	-1.4	-6.1	-1.3	7.2	2.4	1.8	-7.3	1.2	5.5
O=C(CCCc1ccccc1)NCCN1CCOCC1	-4.0	-3.7	1.4	-0.8	-1.3	2.7	-5.7	2.0	-6.8	1.4	1.5
Cn1nc(CC(=O)NCc2ccc(F)cc2)c2ccccc2c1=O	-0.5	-6.2	-0.2	0.7	0.1	2.1	-15.9	2.9	8.1	-0.3	-1.1
Cc1cc(C)nc(NS(=O)(=O)c2ccc(NC(=O)c3ccc4c(c3)OCO4)cc2)n1	0.0	-13.5	1.4	2.6	1.7	4.9	0.8	1.5	-12.6	-1.8	-4.0
O=C(COc1ccc(Br)cc1Cl)N1CCN(c2ncccn2)CC1	-0.8	4.6	0.3	-2.1	0.1	-4.1	8.0	0.5	-11.2	1.8	4.8
CC(=O)c1ccc(NC(=O)c2cccc(N3C(=O)c4ccccc4C3=O)c2)cc1	0.7	-7.2	-0.3	-3.4	-0.9	2.1	-17.7	.	-5.9	-1.3	-2.4
C=CCn1c(SCC(=O)c2cccs2)nc2sc(CC)cc2c1=O	-0.6	-23.8	-2.0	9.9	-9.0	5.1	26.7	3.3	-5.8	0.3	-1.6

Compound profiles, from the list above. Order of values: CDK5 inh	HTR5A inv ag	Ecoli viability	Tat transport	DAGLB inhibitor	HTR5A ag ctr	SUMO Mot1 rescue	phage Ecoli inh	PKA-R1A act	AddAB inh	PKA-R2B activ
C=CCn1c(SCC(=O)c2cccs2)nc2sc(CC)cc2c1=O is listed as -0.6	-23.8	-2.0	9.9	-9.0	5.1	26.7	3.3	-5.8	0.3	-1.6
CC(=O)c1ccc(NC(=O)c2cccc(N3C(=O)c4ccccc4C3=O)c2)cc1 is listed as 0.7	-7.2	-0.3	-3.4	-0.9	2.1	-17.7	.	-5.9	-1.3	-2.4

(cont.)
Structure	CDK5 inh	HTR5A inv ag	Ecoli viability	Tat transport	DAGLB inhibitor	HTR5A ag ctr	SUMO Mot1 rescue	phage Ecoli inh	PKA-R1A act	AddAB inh	PKA-R2B activ
CC(=O)c1cccc(S(=O)(=O)N(C)C2CCN(C)CC2)c1	0.6	-9.4	-1.7	-2.3	-1.1	-3.6	-1.1	0.7	12.5	-0.6	2.4
COc1ccc(-n2ccn(CC(=O)Nc3ccccc3OC)c(=O)c2=O)cc1	1.0	9.3	1.9	20.1	0.6	3.2	9.7	1.5	-3.0	3.7	-10.9
Cc1ccc(S(=O)(=O)n2cnc3cc([N+](=O)[O-])ccc32)c(C)c1	1.2	-3.1	2.4	-2.8	1.1	1.1	5.6	1.2	-4.8	4.2	3.7
CC1CC(C)CN(C(=O)CNC(=O)Cn2ccc3ccccc3c2=O)C1 (stereo not drawn)	-0.4	12.7	-0.5	-3.4	1.2	5.8	-6.1	-0.4	-4.4	0.9	3.0
CCOC(=O)Cn1cc(C=O)c2ccccc21	0.2	-4.7	0.6	4.5	2.4	0.6	-0.4	0.8	1.9	5.8	1.2
Cc1cc(N)nc(C)c1C#N	1.7	6.9	0.3	-2.4	2.4	-2.5	4.9	1.2	-5.6	1.2	2.7
CCC(Sc1nnc(-c2ccc(C)c(Cl)c2)n1CC)C(=O)Nc1nccs1 (stereo not drawn)	4.0	-14.1	1.1	-2.4	-0.5	3.4	17.3	1.8	-3.9	-0.7	-5.4
CN1CCN(c2nc3c(c(=O)n(C)c(=O)n3C)n2Cc2ccccc2)CC1	3.0	-23.7	2.8	-8.1	-5.0	4.7	8.8	0.8	-0.4	-0.1	5.4
Cc1cc(C)n(C(=O)C(C)N2C(=O)c3ccccc3C2=O)n1 (stereo not drawn)	0.4	-9.1	-2.9	-8.7	-2.9	-7.0	-6.7	0.6	-5.2	-2.6	-12.2
C#CCOCCOCCOCCNc1nc(N2CCN(C(=O)CCCCCCCCCCNC(=O)Cn3cc(C[C@@H](C)O)nn3)CC2)nc(N2CCN(C(=O)CCCCCCCCCCNC(=O)[C@@H](CCSC)n3cc(CCO)nn3)CC2)n1	0.1	-7.6	-1.8	6.3	-5.2	1.1	2.7	.	11.7	3.4	-24.7
O=C(CSc1ccc(Cl)cc1)Nc1ccccc1Oc1ccccc1	-1.8	-20.5	-0.5	-0.2	-8.8	7.8	3.5	-1.2	-1.0	3.0	6.7
CC1(C)NC(=O)N(CC(=O)Nc2cc(C(F)(F)F)cc(C(F)(F)F)c2)C1=O	0.1	8.4	1.3	4.5	-4.8	-1.5	-17.0	1.3	-9.3	1.2	2.4
Cc1cc2cc(CNC(=O)NC3CCCCC3)ccc2[nH]1	-0.9	14.6	0.7	-4.8	13.0	-5.9	468.7	2.5	-2.8	2.8	-3.0
COc1ccccc1CNC(=O)c1ccc(S(=O)(=O)N(C)C)cc1	2.1	20.0	2.2	-5.7	1.4	0.6	15.9	5.2	-8.5	4.4	2.3
COc1cc(NC(=S)NC2CC(C)(C)NC(C)(C)C2)c(OC)cc1Cl	1.3	6.2	1.1	-0.5	-2.4	0.5	0.1	1.3	-13.4	-0.2	-14.2
CCOC(=O)c1cccc(NC(=O)CN2C(=O)C3C4C=CC(C4)C3C2=O)c1 (stereo not drawn)	-0.6	-42.3	2.1	-0.3	-1.1	-0.1	182.0	0.5	0.5	0.9	-8.1
COc1cccc(Cn2c(OCC3CCCO3)nc3c2c(=O)n(C)c(=O)n3C)c1 (stereo not drawn)	-0.6	6.4	-0.8	5.9	-3.8	-2.5	-10.1	2.4	1.4	-0.8	0.2
CCSc1nnc2c(Cl)cc(Cl)cn12	0.0	8.8	-0.1	-2.3	-0.8	-0.4	9.0	3.0	4.5	2.2	0.6
